# High-throughput results: PubChem, National Center for Advancing Translational Sciences (NCATS)
# TDP1 inh: blocks human tyrosyl-DNA phosphodiesterase 1 | Q9NUW8 | recombinant TDP1, AlphaScreen DNA substrate cleavage | Potency, µM (top dose mostly 130 µM), without a hit: top-dose activity change, negative = inhibition, actives largely listed as inhibitors | 0.28% of 350,000 active; note: nearly all actives have a fitted effect of over 40% in size
# Target sequence (Q9NUW8 whole entry, looked up): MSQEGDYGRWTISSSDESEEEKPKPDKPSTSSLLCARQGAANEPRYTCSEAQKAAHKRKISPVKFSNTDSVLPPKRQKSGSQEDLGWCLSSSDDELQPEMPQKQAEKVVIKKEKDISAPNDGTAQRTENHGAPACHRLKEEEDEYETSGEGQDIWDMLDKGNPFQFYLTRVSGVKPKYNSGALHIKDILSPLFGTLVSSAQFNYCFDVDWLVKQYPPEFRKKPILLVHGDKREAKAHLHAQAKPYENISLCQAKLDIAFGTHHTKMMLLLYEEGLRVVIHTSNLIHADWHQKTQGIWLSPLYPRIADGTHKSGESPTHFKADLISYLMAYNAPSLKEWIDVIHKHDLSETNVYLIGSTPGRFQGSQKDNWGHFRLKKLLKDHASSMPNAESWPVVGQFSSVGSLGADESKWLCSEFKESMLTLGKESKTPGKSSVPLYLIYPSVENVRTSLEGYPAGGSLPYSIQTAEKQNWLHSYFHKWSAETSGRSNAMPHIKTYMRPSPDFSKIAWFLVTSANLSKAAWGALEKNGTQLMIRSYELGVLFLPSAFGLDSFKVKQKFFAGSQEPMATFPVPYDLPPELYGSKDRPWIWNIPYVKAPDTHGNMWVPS
#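 Signal: AlphaScreen proximity between streptavidin donor and anti-FITC acceptor beads on intact substrate. Reaction: Tdp1 1 nM, substrate 15 nM final, 5 min RT after 15 min compound preincubation.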
# DT40 TDP1 no CPT: qHTS for Inhibitors of human tyrosyl-DNA phosphodiesterase 1 (TDP1): qHTS in cells in absence of CPT | DT40 Tdp1-/- hTDP1 cells, no CPT, ATP luminescence, 48 h | Potency, µM (series often up to 46.2 µM), for inactives: at the top dose activity change, negative = growth inhibition, usual class: inhibitors | 15% of 420,000 active | AID 686978, 2013; note: nearly all actives have a fitted effect of over 55% in size
#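 DT40 Tdp1-/-;hTDP1 cells, no CPT (DMSO vehicle only), 400 cells/well; compounds pin-transferred; ≥48 hr, 37 °C; CellTiter-Glo 30 min RT dark, luminescence read.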
# DT40 TDP1 CPT: growth inhibition of DT40 Tdp1-/-;hTDP1 cells with camptothecin (screen for TDP1 inhibitors). chicken DT40 Tdp1-/-;hTDP1 cells + 20 nM CPT, ATP luminescence, 48 h. Potency, µM (top dose mostly 46.2 µM), for the others: at the top dose activity change, negative = growth inhibition, usual class: inhibitors. 12% of 420,000 active. AID 686979; note: nearly all actives have a fitted effect of over 55% in size
#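 Chicken DT40 Tdp1-/- cells stably complemented with human TDP1 were seeded at 400 cells/well in medium containing 20 nM camptothecin, exposed to pin-transferred compounds, and grown at 37 °C for at least 48 hr. Viability was read as ATP luminescence.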
# * marks the source's active call; other numbers are inactive results; ? = inconclusive; nt = not tested or not shown; & = joins results of further samples; [ ] = dose if it differs, or a comment. Calls come from the whole dose curve; as a rule, active = well fitted curve in the direction sought with a large enough effect; inconclusive = small, poorly fitted or top-dose-only effect, or another doubt; inactive = no such curve, though single readings can be large; an effect the other way counts as inactive or inconclusive. % is set by controls: 0 for no effect and ±100 for the full control effect; potency is the fitted concentration of half-maximal effect.
No.	molecule	TDP1 inh	DT40 TDP1 no CPT	DT40 TDP1 CPT
1	O=C(O)CCN1C(=O)c2ccc(Oc3ccc([N+](=O)[O-])cc3)cc2C1=O	nt	-5%	-7%
2	O=C1NC(NS(=O)(=O)c2ccccc2)(C(F)(F)F)C(=O)N1Cc1ccccc1 (centres undefined)	1%	27%	-5%
3	Cc1ccc(C)c(NC(=O)CSc2nc3c(oc4ccccc43)c(=O)n2-c2ccccc2)c1	-3%	10µM*	15µM*
4	O=C(CCc1ccccc1Cl)NC1CCCN(c2ccc(C(F)(F)F)cn2)C1 (centres undefined)	-1%	5%	?
5	CCCNC(=O)C1(C)CCN(Cc2ccc(-c3ccccn3)cc2)C1 (centres undefined)	nt	?	?
6	CN1CCN(C(c2cccnc2)c2ccc3cccnc3c2O)CC1 (centres undefined)	-4%	16µM*	?
7	O=C(NC1CCN(Cc2ccccc2)CC1)C1CCN(S(=O)(=O)c2ccccc2)CC1	nt	?	-28%
8	O=C(CN1C(=O)NC2(CCCCC2)C1=O)N(Cc1ccco1)Cc1cccs1	-3%	-23%	0%
9	Cc1ccc(C)c(S(=O)(=O)N2CCCOC2CNC(=O)C(=O)NC2CCCCC2)c1 (centres undefined)	1%	-23%	6%
10	O=c1cc(N2CCN(c3cccc(Cl)c3)CC2)[nH]c(=O)n1C1CCCCC1	4%	1.6µM*	?
11	COc1ccc2[nH]c3c(c2c1)CCN1C(=O)C(CC(=O)NCCN2CCOCC2)C[C@H](C(=O)N2CCCCC2)[C@@]31CCc1ccccc1 (some centres undefined)	2%[56.1 µM]	?	?
12	Cn1c(=O)[nH]c(=O)c2c1nc(N/N=C/c1ccncc1)n2Cc1ccc(F)cc1	nt	?	4%
13	O=C(O)C1CCCN(C(=O)NCc2ccccc2)C1 (centres undefined)	4%	-6%	-11%
14	COc1ccc2c(c1)[nH]c1c(N3CCN(Cc4ccc5c(c4)OCO5)CC3)ncnc12	9%	1.6µM*	2.3µM*
15	CC1(C(=O)NC2CCN(Cc3ccccc3)CC2)CCN1CCc1ccccc1 (centres undefined)	nt	?	29µM*
16	O=C(c1ccc2c(c1)N(Cc1ccccc1)C(=O)c1ccccc1S2)N1CCCC1	-8%	9.2µM*	16µM*
17	C[C@@H]1CN([C@H](C)CO)C(=O)CCCn2nncc2CO[C@H]1CN(C)S(=O)(=O)c1ccc(Oc2ccccc2)cc1	nt	?	-20%
18	CCOC(=O)CSc1nnc(-c2cccs2)n1-c1ccccc1	0%	-15%	-4%
19	Cc1cc(NC(=O)C2CCCN2C(=O)Nc2c(C)cccc2C)ccc1-n1cnnn1 (centres undefined)	7%	?	-13%
20	CCN(CC)c1ccc(NC(=O)c2cnc3ccccn3c2=O)c(C)c1	-2%	?	?
21	CCCCC(CCC(=O)Nc1ccc(C(=O)OCC)cc1)C(=O)O (centres undefined)	6%[56.1 µM]	-4%	-9%
22	CC1CCC2C(=O)N(c3ccccc3OC(=O)c3ccccc3)C(=O)C2C1 (centres undefined)	1%	?	-16%
23	Cn1c(=O)n(Cc2ccccc2)c(=O)c2c1nc1n2CCS1	5%	?	-22%
24	CCOc1ccc(CN(C)C(=O)c2ccc(=O)[nH]c2)cc1	1%	-19%	14%
25	CCCCC(=O)Nc1ccc(Br)cc1C(=O)O	1%	-18%	-24%
26	CC(C)N(Cc1ccccc1)c1ncnc2c1nnn2C	3%	?	?
27	Cn1c(Sc2ccc(C(=O)O)cc2[N+](=O)[O-])nnc1-c1ccccc1	-8%	?	21µM*
28	NNC(=O)COc1cccc2cccnc12	4%	-15%	4%
29	CCOCCCNC(=S)Nc1ccc2nc3n(c(=O)c2c1)CCCCC3	5%	-25%	-18%
30	N#CC1=C2SC=C(c3ccc(Br)cc3)N2CCCC1=O	-4%	23µM*	?
31	Cc1csc(=O)n1CCC(=O)OCC(=O)Nc1cc(Cl)ccc1[N+](=O)[O-]	nt	0%	-1%
32	COc1ccccc1CN(C)CC(=O)Nc1cccc(S(=O)(=O)N2CCCCC2)c1	0%	23µM*	16µM*
33	Cc1csc(NC(=O)CSc2ncnc3c2cnn3-c2ccccc2Cl)n1	5%	?	?
34	Cc1ccccc1Nc1nc(CSc2nnnn2-c2ccccc2)cs1	4%	-18%	?
35	CSCC[C@H](NC(=O)Cc1ccc(Cl)cc1)C(=O)N1CCC2(CC1)NCCc1[nH]cnc12	1%	8%	-1%
36	CCOCC(=O)NC1CCc2cc(OC)c(OC)c(OC)c2-c2ccc(SC)c(=O)cc21 (centres undefined)	nt	0.16µM*	0.015µM*
37	Cc1nc2ccc(C(=O)O)cc2nc1C	nt	3%	1%
38	O=C(Nc1nnc(C2CCCCC2)s1)C1CC(=O)N(c2ccc(F)cc2)C1 (centres undefined)	-10%	-30%	-2%
39	Cc1ccc2nc(SCC(=O)Nc3cccc(S(=O)(=O)N(C)C)c3)[nH]c2c1	3%	16µM*	?
40	CC(C)C(NC(=O)c1c(F)cccc1F)C(=O)N1CCN(S(=O)(=O)/C=C/c2ccccc2)CC1 (centres undefined)	-1%	-11%	-12%

# Record cards, as listed above.
# O=C(CCc1ccccc1Cl)NC1CCCN(c2ccc(C(F)(F)F)cn2)C1 (centres undefined) as listed: TDP1 inh = -1%; DT40 TDP1 no CPT = 5%; DT40 TDP1 CPT = ?
# O=c1cc(N2CCN(c3cccc(Cl)c3)CC2)[nH]c(=O)n1C1CCCCC1 as listed: TDP1 inh = 4%; DT40 TDP1 no CPT = 1.6µM*; DT40 TDP1 CPT = ?
# CCCCC(=O)Nc1ccc(Br)cc1C(=O)O as listed: TDP1 inh = 1%; DT40 TDP1 no CPT = -18%; DT40 TDP1 CPT = -24%

# Following part.
No.	molecule	TDP1 inh	DT40 TDP1 no CPT	DT40 TDP1 CPT
41	C/C=N/N(c1ccccc1)c1ccccc1	1%	0%	-13%
42	COc1ccc2[nH]cc(CCNC(=O)Nc3ccc(F)cc3)c2c1	5%	?	4%
43	COc1cc(NC(=O)CN(c2cc(C)cc(C)c2)S(=O)(=O)c2c(C)noc2C)cc(OC)c1	3%	?	18µM*
44	c1ccc(CNc2nc3ccccc3n2CCN2CCOCC2)nc1	1%	-6%	-7%
45	CC(=O)Nc1ccc(OC(=O)c2cc3cc(Br)ccc3oc2=O)cc1	0%	-4%	-2%
46	O=c1cc(CN2CCN(C/C=C/c3ccccc3)CC2)c2cc(O)c(-c3ccccc3)cc2o1	3%	18µM*	18µM*
47	CS(=O)(=O)c1ccc(C(O)C(CO)NC(=O)C(Cl)Cl)cc1 (centres undefined)	-6%[56.1 µM]	1.6µM*	?
48	Cc1csc(SCc2nc3sc4c(c3c(=O)[nH]2)CCC4)n1	0%	?	-26%
49	CCC(=O)Nc1nnc(SCC(=O)Nc2ccc3c(c2)OCCO3)s1	7%	?	15µM*
50	Cc1cccc(N(C)S(=O)(=O)c2c(C)noc2C)c1	1%	?	-5%
51	COc1cc(=O)n2c(c1C(=O)NC(C)c1ccco1)CCN(C(=O)c1ccccc1SC)CC2 (centres undefined)	nt	-8%	-11%
52	CC1CN(C(=O)Nc2ccccc2)c2ccccc2-[n+]2ccsc21 (centres undefined)	3%	12µM*	3.7µM*
53	COCCCNC(=O)C[C@H]1C[C@H](C(=O)N2CCCCC2)[C@@]2(CCc3ccccc3)c3[nH]c4cc(CCC(=O)N(C)C)ccc4c3CCN2C1=O	0%[56.1 µM]	-26%	-20%
54	O=C(NCCc1ccc(Cl)cc1)C1CCN(C(=O)N2CCOc3ccccc32)CC1	nt	23µM*	26µM*
55	O=C(Cc1ncc(C(F)(F)F)cc1Cl)NC1CC1	6%	1%	2%
56	COc1ccccc1CNC(=O)COC(=O)c1cc(=O)[nH]c2ccccc12	0%	2%	0%
57	O=C(CN1CCOCC1)NCCNS(=O)(=O)c1ccccc1	4%[56.1 µM]	-4%	-3%
58	O=C(c1ccccc1)N(Cc1cccnc1)C1(C(=O)Nc2ccccc2)CCCCC1	0%	?	-2%
59	CCC1CCCCN1CCCNC(=O)c1cn(CC)c2ccc(S(=O)(=O)N(C)C3CCCCC3)cc2c1=O (centres undefined)	4%&5%	21µM*	?
60	COc1ccc(N(C)S(=O)(=O)c2cccc(C(=O)Nc3nc(C)c(C(C)=O)s3)c2)cc1	4%	?	?
61	CCCc1cc(=O)n2c(nc3ccccc32)[nH]1	6%	?	?
62	CCC(C)[C@H](NC(=O)C1CC(=O)N(c2ccc3c(c2)OCCO3)C1)C(=O)N1CCCCC1 (some centres undefined)	0%	8%	13%
63	CCOc1cc(NC(=O)c2ccco2)c(OCC)cc1NC(=O)Cc1cccc(OC)c1	10%	26µM*	?
64	CC(C)c1ccc(OCC(=O)Nc2cc(-c3ccccc3)no2)cc1	-1%	-26%	-19%
65	CN(C)c1ccc(CNC(=O)c2cc(S(=O)(=O)N3CCCC3)cn2C)cc1	nt	?	-25%
66	CCCCCCC/C(C)=N/NC(=O)CC(=O)NCCc1ccccc1	0%	-19%	-29%
67	CCCNC(=O)N[C@@H](Cc1ccccc1)C(=O)OC	0%	6%	6%
68	Cc1ccc(-c2nc(NC(=O)c3nn(C)cc3[N+](=O)[O-])sc2C)cc1	6%	-21%	?
69	COCCN1C(=O)C(=O)/C(=C(/O)c2ccc(C)cc2)C1c1ccccn1 (centres undefined)	-4%	3%	-2%
70	CSCCC(NS(=O)(=O)c1cccc(C(F)(F)F)c1)C(=O)N(C)Cc1ccc2c(c1)OCCO2 (centres undefined)	4%	?	?
71	c1ccc(-n2nc3c(ccc4cnnc43)[nH]2)cc1	6%	-24%	-5%
72	COc1cc2cc(C)c(Br)c(OC)c2cc1OC	nt	?	?
73	COc1ccc(S(=O)(=O)N2CCOC2CNC(=O)C(=O)NCc2ccccc2Cl)cc1 (centres undefined)	2%	?	?
74	CCN(CC)c1ccc(NC(=O)CN2C(=O)NC3(CCc4ccccc43)C2=O)cc1 (centres undefined)	10%	?	?
75	COc1ccc(C(NC(=O)c2ccc(=O)[nH]c2)C(=O)Nc2ccc(C(C)C)cc2)cc1 (centres undefined)	-3%	7%	8%
76	CC1CN(C(=O)CCC(=O)NCc2ccc(Cl)cc2)c2ccccc2S1 (centres undefined)	nt	-21%	-24%
77	CC(=O)N1CCc2cc(C(=O)CN3CCCCC3)ccc21	1%	-3%	-2%
78	COC(=O)c1sccc1NC(=S)N1CCN(c2ccccc2F)CC1	-5%	8%	5%
79	O=C(NCc1ccc(Cl)cc1)c1cnc(N2CCCCC2)c2ccccc12	-7%	?	?
80	O=C(Nc1cccc(Cl)c1)N1CCOCC1	nt	26%	-9%
81	COc1cc(C(=O)NCC(=O)Nc2ccc(F)c(F)c2)ccc1OCC(=O)N1CCOCC1	-5%	-5%	0%
82	C[C@@H]1CCCCO[C@H](CN(C)Cc2ccc(C(=O)O)cc2)[C@H](C)CN([C@@H](C)CO)C(=O)c2cc(NC(=O)Nc3ccc(C(F)(F)F)cc3)ccc2O1	nt	-7%	-4%
83	CCn1cc(C(=O)NCCc2ccc(Cl)cc2)c(=O)c2cc(S(=O)(=O)N3CCOCC3)ccc21	7%	3%	7%
84	O=C(COC(=O)CN1C(=O)NC2(CCCC2)C1=O)Nc1ccc(C(F)(F)F)cc1[N+](=O)[O-]	nt	-11%	1%
85	O=C(NC1CCCCC1)C(=O)c1c(-c2ccccc2)[nH]c2ccccc12	-4%	?	?
86	COc1nc(N2CCOCC2)nc(-n2cccc2)n1	6%	?	?
87	CC(=O)Nc1ccc(S(=O)(=O)N(Cc2cccnc2)Cc2cc3ccc(C)cc3[nH]c2=O)cc1	4%	15µM*	?
88	CCCN1C(=O)SC(CC(=O)Nc2cccc3ccccc23)C1=O (centres undefined)	4%[56.1 µM]	16µM*	16µM*
89	CCn1ncc(/C=N/NC(=O)c2cc(Cl)ccc2OC)c1C	5%	9%	10%
90	O=C(OCc1cccc([N+](=O)[O-])c1)c1cnccn1	-3%	11%	-8%
91	Fc1ccccc1-c1nc(-c2ccc(Cl)cc2)no1	nt	-13%	-30%
92	CCOc1ccc2oc(=O)cc(CN3CCN(C(=O)c4cccc(Cl)c4)CC3)c2c1	9%	?	-30%
93	CCOc1ccc(NC(=O)Cn2nnc(C(=O)NCc3ccc4c(c3)OCO4)c2N)cc1	0%	11%	-2%

# Part of the list above, reduced to DT40 TDP1 CPT:
no. | Compound | DT40 TDP1 CPT
89 | CCn1ncc(/C=N/NC(=O)c2cc(Cl)ccc2OC)c1C | 10%
90 | O=C(OCc1cccc([N+](=O)[O-])c1)c1cnccn1 | -8%
